Bioassay records (PubChem BioAssay)
Myeloid diff MLP = promotes myeloid progenitor differentiation; 360,000 tested, 1% active; calls only at 10 µM; ER-HoxA9 myeloid progenitors, lysozyme-GFP differentiation, flow cytometry;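 active = normalized GFP-positive differentiation at or above the plate's own cutoff, the solvent-only control mean plus 3 SD; inconclusive = no clear call, values can overlap the other calls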;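 also: cells exposed to compound for four days before flow analysis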
K1F lysis inhibition = inhibition of K1F phage lysis, E. coli UTI89, bacterial capsule biogenesis inhibitors, alamar blue (AID 488966); 340,000 tested, 0.02% active; inhibition, % at 100 µM, or IC50 in µM where a hit was titrated; E. coli UTI89 K1F phage lysis, alamar blue, 2 h; higher % means a stronger effect;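 active = phage lysis inhibition, versus mean bacterial control, above a set limit; inconclusive = no clear call, values can overlap the other calls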;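 also: capsule biogenesis inhibitors block K1F phage lysis so surviving cells raise fluorescence; higher fluorescence means more inhibition of phage lysis; actives were called in the ten point dose series up to 300 µM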
NTR1 ag = agonists of NTR1, primary screen, imaging, U2OS cells, beta-arrestin-GFP, high content (AID 493036); P30989; 330,000 tested, 0.17% active; activation, % at 20 µM; NTR1-U2OS beta-arrestin-GFP spot imaging, agonist mode;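 active = activation at or above 40% of the spot to cytoplasm intensity ratio, with at least 20 cells analyzed; inconclusive = wells under 20 cells, flagged as cytotoxic or low count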;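 also: 0% = DMSO without peptide and 100% = 100 nM NTR1 peptide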
Target sequence (P30989 whole entry, looked up): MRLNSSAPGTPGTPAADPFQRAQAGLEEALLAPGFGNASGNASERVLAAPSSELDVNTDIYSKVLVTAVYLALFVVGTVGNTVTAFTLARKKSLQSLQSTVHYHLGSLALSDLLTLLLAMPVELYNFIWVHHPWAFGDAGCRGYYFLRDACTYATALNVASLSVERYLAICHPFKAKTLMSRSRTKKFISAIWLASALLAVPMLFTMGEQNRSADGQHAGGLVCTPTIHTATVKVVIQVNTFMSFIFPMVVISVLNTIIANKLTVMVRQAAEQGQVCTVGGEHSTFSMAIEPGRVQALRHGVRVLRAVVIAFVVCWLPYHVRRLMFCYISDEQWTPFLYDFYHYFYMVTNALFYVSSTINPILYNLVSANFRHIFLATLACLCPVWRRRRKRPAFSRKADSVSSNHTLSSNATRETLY
TNAP activation fold = stimulation of alkaline phosphatase TNAP activity – biochemical, luminescent, no phosphate acceptor, uHTS, primary screen (AID 1001). purified TNAP, luminescent activation assay, no phosphate acceptor; higher activation fold means a stronger effect. one-dose activation fold at 20 µM; EC50 in µM for titrated hits. 200,000 tested, 0.03% active; in the data active = activation fold from about 3, or a potency from the dose series; inactive = the rest, 99 in 100 with activation fold below about 1.6; also: many of its hits are not listed in these tables
Large T inhibition = TAg ATPase/helicase activity blockers – biochemical (AID 1903); 310,000 tested, 0.39% active; inhibition, % at 20 µM; hits with a dose series show IC50 in µM; SV40 large T antigen ATPase/helicase inhibition assay; higher % means a stronger effect; in the data active = a potency from the dose series; inconclusive = inhibition mostly from about 32% at the one dose, without a potency; inactive = the rest, 99 in 100 with inhibition below about 32%; also: strong numbers were not always called active
RSV CPE inhibition = RSV antiviral activity via CPE protection, HEp-2 cells, primary 10 µM value included (AID 2391). 310,000 tested, 0.13% active. CPE inhibition, % at 10 µM; hits with a dose series show IC50 in µM. HEp-2 cells, RSV-induced CPE inhibition; higher % means a stronger effect; in the data active = a potency from the dose series; inconclusive = CPE inhibition mostly from about 23% at the one dose, without a potency; inactive = the rest, 99 in 100 with CPE inhibition below about 21%; also: strong numbers were not always called active
PhoP inhibition = PhoP-dependent GFP reporter repression – Salmonella Typhimurium, primary screen (AID 1863); S. Typhimurium PhoP-regulated promoter GFP reporter, 4 h; higher % means a stronger effect; inhibition, % at 50 µM, or IC50 in µM where a hit was titrated; 300,000 tested, 0.16% active;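 active = inhibition over 29.93%, a cutoff 3 SD above the screen mean, later confirmed by dose response; inconclusive = inhibition over 29.93% but no dose response follow-up; inactive = inhibition at most 29.93% or unconfirmed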;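 also: 0% = low Mg2+ inducing control and 100% = high Mg2+ repressing control; strong numbers were not always called active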
T cell HTS = T cell immune modulators affecting CD8 T cell-vesicle binding; 330,000 tested, 0.068% active; calls only at 7 µM; 2C CD8+ T cell-vesicle binding, flow cytometry; active compounds read low;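 active = response, share of CD8 T cells binding vesicles, and their 90th percentile fluorescence all below set limits, cut at about 80% in these data, passing the limit was not always enough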
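Also added: QL9-peptide-loaded Drosophila micro-vesicles bearing Ld, ICAM-1 and B7-1; Test system: purified 2C TCR transgenic mouse naive CD8+ T cells; Measured by: cytometric PE anti-B7-1 and Alexa647 anti-CD8 signals after 1% paraformaldehyde fixation; Timing: binding step 1.5 h, 37 °C, antibody labelling 20 min, ice.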
Rac1 GTP hydrolysis = MgcRacGAP GTPase-activating activity inhibitors, confirmation, biochemical, ADP Hunter fluorescence | AID 624330 | 340,000 tested, 0.6% active | MgcRacGAP-stimulated Rac1 GTP hydrolysis, ADP Hunter fluorescence; higher % means a stronger effect; GST-tagged Rac1 F28L mutant substrate | one-dose inhibition, % at 30 µM; IC50 in µM for titrated hits;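 active = first-screen hits whose inhibition reached a set limit at any dose in the follow-up dose series; inconclusive = inhibition above the set first-screen limit but never retested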;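 also: fluorescence reports GDP produced by GAP-driven GTP hydrolysis; strong numbers were not always called active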
T cell HTS vesicle-bound % = recorded beside T cell HTS, whose call it bears; double positive events, %; measured here: CD8+ vesicle-bound cell fraction;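 binding gate set so that unloaded-vesicle control wells show 10% double positive cells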
NTR1 ag cell count 20 µM = also measured in NTR1 ag; calls as there; cell count; measured here: cell count, cytotoxicity flag
Myeloid diff MLP GFP+ MAC1+ % = second read-out of Myeloid diff MLP, no call of its own (marks repeat the call); GFP+ MAC1+ double positive, %; measured here: differentiation confirmed by MAC1 staining
Numbers without * were called inactive; i = inactive; ? = inconclusive; · = not tested or not shown; + = active, no number; & = joins results of further samples; [ ] = another dose, or the depositor's remark. An unsorted share of the library. Share with any hit: about 2.3%.

SMILES	Myeloid diff MLP	Myeloid diff MLP GFP+ MAC1+ %	K1F lysis inhibition	NTR1 ag	NTR1 ag cell count 20 µM	TNAP activation fold	Large T inhibition	RSV CPE inhibition	PhoP inhibition	T cell HTS	T cell HTS vesicle-bound %	Rac1 GTP hydrolysis
O=C(NCCCn1ccnc1)Nc1ccc(Cl)cc1	i	0.8	6.9%	1.9	55	1	4%	0.2%	4%	i	26	5%
Cc1cc(=O)oc2cc(OCC(=O)Nc3nnc(C4CC4)s3)ccc12	i	0.3	0.3%	0.6	57	·	9%	0.1%	-6%	i	52	10%
Cc1ccccc1Nc1ncnc2c1cnn2-c1ccccc1	i	2.2	1.0%	-4.3	62	1.1	4%	0.4%	-5%	i	53	18%
CCC(=O)c1cc(-c2nc3ccccc3n2C)n(C)c1	i	0.2	-2.4%	0.3	96	1.1	1%	10%	14%	i	40	7%
CC(NC(=O)Nc1ccccc1)C(c1cccs1)N1CCN(c2ccccc2)CC1 (centres undefined)	i	4.5	7.3%	15	63	1	1%	3.9%	-5%	i	36	7%
Cc1c(Nc2nc3ccccc3n3cnnc23)cccc1[N+](=O)[O-]	i	0.4	0.0%	4.0	38	·	1%	6.1%	7%	i	31	13%
CCOc1ccccc1NC(=O)CCc1nnc2ccc(NCc3ccco3)nn12	?	·	-0.4%	1.2	59	·	11%	1.6%	-8%	i	59	16%
COCCN1C(=O)C(CC(=O)Nc2ccc(C(C)=O)cc2)SC1=Nc1ccccc1 (centres undefined)	i	1.6&0.9	?	-0.4	40	1	12%	2.5%	-3%	i	25	7%&4%
Cc1cc(CNC(=S)Nc2ccc(Br)cc2Cl)nn1C	i	1.0	0.7%	0.1	40	1.1	27%	12%	-2%	i	37	4%
CCOC(=O)c1cnc2ccccc2c1Nc1cc(C(=O)O)ccc1C	i	0.3	-0.4%	2.5	86	1	-12%	-0.8%	4%	i	50	12%
COc1cccc(C(=O)Nc2ncc3c(n2)CC(c2ccc(OC)cc2OC)CC3=O)c1 (centres undefined)	i	20	-1.7%	5.5	58	0.9	-2%	5.9%	6%	i	32	0%
Clc1ccc2[nH]c(-c3ccccc3)cc2c1	i	0.4	0.2%	5.3	45	1.1	21%	16%	-3%	i	39	5%
CCCNC(=O)Nc1nc2ccccc2s1	?	·	0.1%	1.0	52	·	4%	6.3%	-1%	i	46	12%
Cc1cc(NC(=O)CSc2ccc(-c3ccc(Br)cc3)nn2)no1	i	0.9	0.0%	2.8	71	·	6%	6.7%	-3%	i	11	7%
Cc1ccc(C(=O)NCC(=O)N(C)Cc2cccc(F)c2)s1	i	1.4	0.5%[50 µM]	0.2	71	·	·	·	·	·	·	8%
CC(NC(=O)c1cnccn1)c1ccc(S(N)(=O)=O)cc1 (centres undefined)	i	0.7	-0.3%[50 µM]	-0.8	56	·	2%	0.6%	-7%	i	30	10%
CN1C(=O)C2(C(C#N)=C(N)Oc3c2oc(CO)cc3=O)c2ccccc21 (centres undefined)	i	5.6	5.6%	-0.1	63	1.1	-4%	1.1%	2%	i	25	1%
N#CC(=C=[N-])c1nc2ccccc2nc1-[n+]1cccc(NC(=O)c2ccccc2)c1	i	0.2	0.2%[50 µM]	2.2&-0.2	60&62	·	5%&9%	-0.3%&0.0%	0%&0%	i	58&59	5%
C(=C\c1nnc2c3ccccc3ncn12)/c1ccccc1	?	·	-1.6%	·	·	1	5%	0.9%	-3%	i	49	2%
CCCc1cc(=O)oc2cc(OCc3ccc(OC)cc3)c(Cl)cc12	i	0.3	-0.1%	8.9	106	1.1	2%	0.7%	18%	i	38	2%
O=C1NC(NS(=O)(=O)c2ccccc2)(C(F)(F)F)C(=O)N1c1cccc(Cl)c1 (centres undefined)	?	·	0.0%	-0.9	41	·	13%	1.0%	-2%	i	15	4%
CCC(NC(=O)CN1CCN(C(=O)c2cccs2)CC1)c1ccc(C)cc1 (centres undefined)	i	1.4	0.2%[50 µM]	-0.2	99	·	·	0.2%	·	i	36	2%
Cc1cc(C)nc(NC(N)=S)n1	i	0.5	0.1%	3.6	67	·	·	0.5%	-12%	i	74	2%
NNC(=O)c1oc2nc(-c3cccs3)cc(-c3ccco3)c2c1N	+	3.3*	0.0%	-0.8	68	·	29%	8.8%	5%	i	13	13%
Cc1cc(C)c(S(=O)(=O)Nc2ccc(-c3cn4ccccc4n3)cc2)c(C)c1	i	0.6	-0.4%	3.9	70	1	5%	3.3%	-7%	i	40	8%
C=C(C)CNC(=O)CCc1nnc(Cc2cccc(C(F)(F)F)c2)o1	i	0.4	0.5%	-0.5	80	1	1%	0.4%	-5%	i	44	2%
COc1ccc(C/C(N)=N/OC(=O)C(c2ccccc2)c2ccccc2)cc1OC	i	8.4	0.1%	7.2	47	1	16%	1.6%	-1%	i	15	2%
Cc1nc2ccc(NC(=O)N3CCSCC3)cc2nc1C	i	1.3	0.2%	-0.6	29	1	16%	1.6%	8%	i	38	3%
O=C(O)c1ccc(Cl)c(NC(=O)C2CCCN2S(=O)(=O)c2cccc3nsnc23)c1 (centres undefined)	i	1.3	0.9%	0.5	88	1.1	5%	0.2%	-1%	i	27	6%
CC(NC(=O)C(=O)NCCC1=CCCCC1)c1ccccc1 (centres undefined)	i	1.1	4.0%	0.1	66	1.1	7%	1.1%	-3%	i	33	-1%
COc1cccc(C(=O)N2CCN=C2SC)c1	i	0.7	0.5%	0.5	54	1.1	11%	-0.3%	-11%	i	35	2%
O=C(Nc1ccccc1)C(c1ccccc1)c1ccccc1	i	0.6	0.1%	0.6	78	·	-5%	0.1%	·	i	35	9%
CC(C)C(=O)N(Cc1cc2ccccc2[nH]c1=O)C(C)(C)C	i	1.4	0.9%	2.3	57	1.1	-5%	2.8%	-7%	i	47	5%
O=S(=O)(Nc1ccc2nc(-c3ccco3)[nH]c2c1)c1ccccc1	i	0.6	-0.7%	-2.0	76	1.1	5%	4.6%	-7%	i	34	-1%
Cc1ccc2oc(C(F)(F)C(F)F)cc(=O)c2c1	i	0.3	0.5%	1.3	53	·	22%	2.2%	-3%	i	32	-2%
Cc1cccc(C)c1NC(=O)C(c1cccs1)N(Cc1ccco1)C(=O)Cn1nnc2ccccc21 (centres undefined)	i	0.5	1.0%	-0.3	56	1.2	8%	0.8%	-2%	i	5	9%
CCSC1=C(C#N)C(c2ccccc2C)CC(=O)N1 (centres undefined)	i	7.3	0.3%	-1.0	45	1.1	9%	2.2%	1%	i	10	-5%
CC(=O)NC1C(OCCOc2ccc(Cl)cc2C)OC(CO)C(O)C1O (centres undefined)	i	0.6	-0.1%[50 µM]	·	·	·	1%	1.5%	-9%	i	26	4%
Cc1onc(-c2ccccc2Cl)c1C(=O)NC(=S)Nc1ccc(C(C)C)cc1	i	0.4	-1.2%	2.7	55	·	0%	13%	-14%	i	17	0%
COc1ccc(C(=O)N/N=C2/SCC(=O)N2Cc2ccc3c(c2)OCO3)cc1OC	i	5.1	3.2%	-1.1	46	1.1	16%	-0.6%	-1%	i	6	1%
O=C(Nc1nc(-c2ccccc2)cs1)C1CCCN(S(=O)(=O)c2ccccc2)C1 (centres undefined)	i	2.2	6.0%	5.3	50	1.2	3%	25%	16%	i	14	12%
CCN1CCCC1CNC(=O)C1CCN(C(=O)c2cc3sccc3n2Cc2ccc(F)cc2)CC1 (centres undefined)	i	0.2	0.1%	0.5	79	1.1	0%	6.1%	3%	i	62	-5%
COc1ccc(NC(=O)CC(c2ccco2)C(C)C)cc1 (centres undefined)	·	·	0.1%	0.3	45	·	0%	2.4%	17%	i	20	8%
CSCCC(NC(=O)c1cc([N+](=O)[O-])cc([N+](=O)[O-])c1)c1nc2ccccc2[nH]1 (centres undefined)	i	0.5	0.0%	2.7	45	1.1	3%	1.2%	-3%	i	53	4%
CC[C@]12c3[nH]c4cc(-c5ccco5)ccc4c3CCN1C(=O)[C@@H](CC(=O)NCc1cccc(C(F)(F)F)c1)C[C@@H]2C(=O)N1CCN(C(=O)c2ccco2)CC1	?	·	-0.2%	7.5	62	·	·	·	·	·	·	8%
CCOCCc1nn2c(=O)cc(CSCC(=O)Nc3cccc(C)c3C)nc2s1	i	3.3	0.7%	0.0	72	·	-9%	-0.7%	4%	i	11	8%
COCC(C)N=C1NN=C(c2ccc(NC(C)=O)cc2)CS1 (centres undefined)	i	0.2	-0.1%	-0.7	49	1	28%	2.1%	0%	i	26	8%
Cc1ccc(Nc2cc(C)nc(-c3ccccc3O)n2)cc1	i	0.3	0.8%	6.6	81	1.2	-2%	39%	-1%	i	39	8%

Quoted at random: two records from the list, in no set order.
SMILES	Myeloid diff MLP	Myeloid diff MLP GFP+ MAC1+ %	K1F lysis inhibition	NTR1 ag	NTR1 ag cell count 20 µM	TNAP activation fold	Large T inhibition	RSV CPE inhibition	PhoP inhibition	T cell HTS	T cell HTS vesicle-bound %	Rac1 GTP hydrolysis
COCCN1C(=O)C(CC(=O)Nc2ccc(C(C)=O)cc2)SC1=Nc1ccccc1 (centres undefined)	i	1.6&0.9	?	-0.4	40	1	12%	2.5%	-3%	i	25	7%&4%
NNC(=O)c1oc2nc(-c3cccs3)cc(-c3ccco3)c2c1N	+	3.3*	0.0%	-0.8	68	·	29%	8.8%	5%	i	13	13%

Next section:
SMILES	Myeloid diff MLP	Myeloid diff MLP GFP+ MAC1+ %	K1F lysis inhibition	NTR1 ag	NTR1 ag cell count 20 µM	TNAP activation fold	Large T inhibition	RSV CPE inhibition	PhoP inhibition	T cell HTS	T cell HTS vesicle-bound %	Rac1 GTP hydrolysis
Fc1cccc(Nc2nc(N3CCOCC3)nc(N3CCOCC3)n2)c1	i	0.3	0.1%	3.3	57	·	8%	0.1%	3%	i	32	11%
Cc1cc(C)cc(OCC(=O)N/N=C/c2ccccn2)c1	i	0.4	0.2%	2.1	67	·	8%	1.4%	-6%	i	15	3%
CN(C)C(=O)c1cc([N+](=O)[O-])cc([N+](=O)[O-])c1N(C)C	i	4.6	2.0%	-0.3	47	1	6%	1.0%	-8%	i	31	4%
CCOC(=O)c1sc2nc(SCC(=O)N(CC)CC)n(CCCN3CCCC3=O)c(=O)c2c1C	i	0.3	0.0%	0.9	52	1.1	3%	-0.5%	-13%	i	22	9%
